High-throughput results deposited in PubChem BioAssay by National Center for Advancing Translational Sciences (NCATS).
CHX counter – Cycloheximide Counterscreen for Small Molecule Inhibitors of Shiga Toxin. cell reporter, cycloheximide protein synthesis inhibition counterscreen. max response, %. actives 12% (n = 300,000). AID 2314, 2010; in the data active = max response mostly above about 13%, no sharp cut-off; inactive = mostly below about 14%; also: read at 38.3 µM for the half of the compounds with a filed dose; 0% is about no effect
Pf growth 96h – Primary qHTS for delayed death inhibitors of the malarial parasite plastid, 96 hour incubation; P. falciparum luciferase reporter growth, 96 h; Potency, µM (series often up to 28.7 µM), inactives show at the top dose activity change, negative = inhibition, usual class: inhibitors; actives 6.9% (n = 320,000); AID 504834, 2011; also: potency is read from the fitted curve at half-maximal effect; % is scaled to controls: 0 for no effect and ±100 for the full control effect
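Erythrocytes infected with luciferase-expressing P. falciparum were dispensed at 2% hematocrit and 0.05% parasitemia (final), then incubated with compounds 96 hours at 37 C in 5% CO2. Luminescence after detection reagent addition reported growth.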
Shiga inhibitor – A qHTS for Small Molecule Inhibitors of Shiga Toxin | Vero cells, Shiga toxin protein synthesis inhibition reporter | inhibition, % at 38.7 µM | actives 9.2% (n = 290,000) | AID 2315, 2010; in the data active = inhibition mostly above about 28%, no sharp cut-off; inactive = mostly below about 43%; also: 0% is about no effect
LmPK inh – qHTS Assay for Inhibitors of Leishmania Mexicana Pyruvate Kinase (LmPK); actives 0.37% (n = 290,000); purified LmPK, Kinase-Glo ATP luminescence, 1 h; AID 1721, 2009; Potency, µM (series often up to 57.5 µM), inactives show at the highest dose activity change, negative = inhibition, actives largely listed as inhibitors; also: potency is read from the fitted curve at half-maximal effect; % is scaled to controls: 0 for no effect and ±100 for the full control effect
Target sequence (Q27686 whole entry, looked up): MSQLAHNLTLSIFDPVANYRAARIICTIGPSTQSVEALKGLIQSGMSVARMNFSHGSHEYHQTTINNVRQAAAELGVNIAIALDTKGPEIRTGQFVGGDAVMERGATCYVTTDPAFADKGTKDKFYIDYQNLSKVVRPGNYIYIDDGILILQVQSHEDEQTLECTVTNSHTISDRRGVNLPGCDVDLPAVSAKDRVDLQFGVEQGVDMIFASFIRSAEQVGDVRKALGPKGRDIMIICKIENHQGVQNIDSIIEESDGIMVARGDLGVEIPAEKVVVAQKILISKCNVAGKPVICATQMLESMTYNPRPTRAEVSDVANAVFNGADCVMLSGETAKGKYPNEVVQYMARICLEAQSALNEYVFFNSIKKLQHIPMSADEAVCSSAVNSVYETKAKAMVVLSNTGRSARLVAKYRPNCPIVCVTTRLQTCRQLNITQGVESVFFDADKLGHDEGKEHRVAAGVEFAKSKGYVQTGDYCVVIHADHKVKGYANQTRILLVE
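qHTS format; LmPK 0.1 nM; substrates PEP 0.5 mM and ADP 0.1 mM. One-hour room-temperature incubation, then coupled luciferase luminescence; 0.5 nM enzyme wells mark activation.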
AmpC no deterg – qHTS Inhibitors of AmpC Beta-Lactamase (assay without detergent); AmpC nitrocefin hydrolysis, absorbance 480 nm, 0.0001% Triton; Potency, µM (titrated, usually from 57.1 µM), without a hit: at the top dose activity change, negative = inhibition, hits mostly inhibitors; actives 0.52% (n = 330,000); AID 485341, 2010;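 also: potency is read from the fitted curve at half-maximal effect; plate controls were no compound for no effect and no enzyme for full effect; nearly all actives have a fitted effect of over 20% in size; some results filed as inactive show a strong effect at the top dose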
Target sequence (P00811 whole entry, looked up): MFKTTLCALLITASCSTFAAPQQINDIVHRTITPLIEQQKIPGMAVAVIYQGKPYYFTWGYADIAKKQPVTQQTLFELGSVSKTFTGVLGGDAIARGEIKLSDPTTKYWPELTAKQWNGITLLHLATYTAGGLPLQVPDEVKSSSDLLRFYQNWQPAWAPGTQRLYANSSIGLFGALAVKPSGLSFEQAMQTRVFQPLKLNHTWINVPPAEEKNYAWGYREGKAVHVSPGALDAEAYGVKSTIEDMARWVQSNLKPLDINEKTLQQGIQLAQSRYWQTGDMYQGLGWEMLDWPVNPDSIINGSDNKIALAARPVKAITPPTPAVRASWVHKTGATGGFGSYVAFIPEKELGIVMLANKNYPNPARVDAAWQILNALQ
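20 mM phosphate pH 7.0 + 0.01% (detergent screen) or 0.0001% Triton X-100; 5.3 nM AmpC reagent; cpd preinc 15 min RT; nitrocefin (800 uM stock) to start; A480 q20 s × 4 min; Activity was normalised to no-enzyme and no-compound control wells.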
Pf growth 48h – Primary qHTS for delayed death inhibitors of the malarial parasite plastid, 48 hour incubation; P. falciparum luciferase growth in erythrocytes, 48 h; Potency, µM (series often up to 28.7 µM), for the others: at the highest dose activity change, negative = inhibition, usual class: inhibitors; actives 5.9% (n = 310,000); AID 504832, 2011; also: potency is read from the fitted curve at half-maximal effect; % is scaled to controls: 0 for no effect and ±100 for the full control effect
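Luciferase-expressing P. falciparum in infected erythrocytes (2% hematocrit, 0.1% parasitemia final) in RPMI 1640/0.5% Albumax were exposed to compound for 48 hours at 37 C, 5% CO2; growth read as luminescence.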
Tb PYK inh – qHTS of Trypanosoma Brucei Inhibitors; AID 624173, 2012; actives 0.12% (n = 410,000); Potency, µM (top dose mostly 76.8 µM), inactives show at the highest dose activity, negative = inhibition, most hits filed as inhibitors; pyruvate kinase (Trypanosoma brucei), Q57TT1; TbPYK enzyme, Kinase-Glo Plus ATP luminescence, 45 min; also: potency is read from the fitted curve at half-maximal effect; % is scaled to controls: 0 for no effect and ±100 for the full control effect; nearly all actives have a fitted effect of over 50% in size
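T. brucei PYK with substrate was exposed to pin-transferred compounds across a concentration series, then started with 130 uM ADP (final). After 45 min at room temperature, Kinase-Glo Plus luminescence was read, normalized and curve-fitted.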
Numbers without * were called inactive; ? = inconclusive; / = not tested or not shown; [ ] = another dose, or the depositor's remark. Unless noted, calls follow the shape of the dose curve; as a rule, active = well fitted curve in the direction sought with a large enough effect; inconclusive = small, poorly fitted or top-dose-only effect, or another doubt; inactive = no such curve, though single readings can be large; an effect the other way counts as inactive or inconclusive.

SMILES	CHX counter	Pf growth 96h	Shiga inhibitor	LmPK inh	AmpC no deterg	Pf growth 48h	Tb PYK inh
O=C1CCC(C(=O)N2CCSCC2)CN1CCc1cccc(F)c1 (stereo not drawn)	15*	7%	16	5%	-13%	6%	4%
O=C(c1cnn2c(C(F)(F)F)cc(-c3ccc(F)cc3)nc12)N1CCc2ccccc2C1	0	?	-5	3%	-2%	7%	-5%
Cc1cccc(NC(=O)c2ccc(OC3CSC3)cc2)c1	43*	?	62*	?	-23%	159%[activator]	?
O=C(NCC1CCCO1)c1cc2c([nH]c3ccccc32)c(-c2ccc(F)cc2)n1 (stereo not drawn)	-1	9.3µM*	-8	-2%	-12%	9.3µM*	3%
CCOc1ccc(C(=O)N2CCc3ccccc32)cc1OCC	8	-1%	13	0%	4%	?	5%
O=C(COc1ccc2ccccc2c1)Nc1ccc(S(=O)(=O)N2CCCCCC2)cc1	-5	?	10	0%	18µM*	12µM*	-25%
CNC(=O)NC(=O)C(C)OC(=O)c1oc2ccccc2c1CSc1ccc(Cl)cc1 (stereo not drawn)	1	?	41	2%	-22%	?	0%
COc1ccc(-c2csc3ncnc(N4CCN(S(=O)(=O)c5ccccc5C#N)CC4)c23)cc1	-2	?	-4	1%	-10%	?	-5%
O=C(Oc1c(CN2CCOCC2)cc(Cl)c2cccnc12)c1cccs1	2	0.74µM*	12	-1%	88%[activator]	2.6µM*	3%
Cc1cc(C)n(-c2nc(NCCCN(C)C)c3c4c(sc3n2)COC(C)(C)C4)n1	-2	-1%	-7	4%	82%[activator]	?	-4%
O=C(OCc1ccccn1)c1ccc(COc2ccc3ccccc3c2)o1	45*	220%[activator]	66*	5%	5%	82%[activator]	1%
Cc1cccc(NC(=O)CS(=O)(=O)c2cn(C)c3ccccc23)c1C	-3	1%	15	3%	-1%	-18%	-3%
Cn1c(C(O)C(O)c2ccccc2)nc2ccccc21 (stereo not drawn)	8	3%	2	-1%	-12%	94%[activator]	3%
COc1ccc(NC(C)=O)cc1S(=O)(=O)N1CCN(Cc2cccs2)CC1	/	?	/	/	-37%	-21%	2%
O=[N+]([O-])c1ccc2nc(-c3ccccc3[N+](=O)[O-])[nH]c2c1	26*	?	37	1%	-33%	54%[activator]	4%
O=C1c2ccccc2OCOc2ccccc21	-2	6%	-14	-1%	-13%	/	-1%
O=C(CC(NC(=O)c1ccccc1)c1ccccc1)Nc1cccc2ccccc12 (stereo not drawn)	-2	28%	-10	1%	-48%	?	-23%
CCCCOc1ccc(CSc2nc(C)[nH]c2[N+](=O)[O-])cc1[N+](=O)[O-]	15	1%	12	0%	33%	?	10%
Cc1ccc(OCC(=O)N(C)CC(=O)N(CC(C)C)c2c(N)n(CC(C)C)c(=O)[nH]c2=O)c(C)c1	/	?	/	/	63%[activator]	?	-9%
C=CC[N+](C)(C)CC(=O)OCc1ccccc1	-3	-7%	13	-5%	-8%	19%	-5%
N#Cc1ccc(Oc2nc(C#N)cc(-c3ccccc3)n2)cc1	-4	?	8	6%	-25%	-14%	-3%
O=C(NCc1ccc2c(c1)OCO2)C1CCN(S(=O)(=O)c2cccc3nsnc23)CC1	-2	74%[activator]	22	5%	-10%	1%	-10%
CCOC(=O)c1ccc(Cl)c(NC(=O)c2cccnc2)c1	-2	16%	1	1%	-7%	18%	/
O=C1OCC(CO)(CO)N=C1NNc1ccccc1Cl	7	?	34	2%	-21%	/	-5%
CCN(CC)CCOc1ccc(-c2nc3cc(Cl)ccc3s2)cc1	/	?	/	/	/	-90%	3%
CCCCn1c(N)c(N(Cc2ccccc2)C(=O)COc2ccccc2F)c(=O)[nH]c1=O	/	-1%	/	/	5%	-2%	0%
COC(=O)c1ccc(NC(=S)Nc2ccc3ccccc3c2)cc1	-1	-10%	17	-5%	0.25µM*	13%	-10%
CN(C)c1ccc(C(=S)N2CCCCC2)cc1Br	11	20%	29	0%	-7%[2.29 µM]	4%	5%
O=S(=O)(c1ccc(C2=CSC3=NCCN23)cc1)N1CCOCC1	14	?	-7	-1%	31%	0%	-10%
NC(=NCc1ccccc1)c1cccc([N+](=O)[O-])c1	-1	-19%	-14	-2%	-11%	2%	-1%
COCCN(C(=O)c1ccc2ccccc2c1)c1c(N)n(Cc2ccccc2)c(=O)[nH]c1=O	5	-28%	-7	0%	16%	-1%	2%
NC(=O)COC(=O)c1cccc(S(=O)(=O)N2CCN(c3ccc(F)cc3)CC2)c1	-4	-7%	13	-1%	-5%	10%	-1%
COc1ccccc1C(=O)NCCC(=O)NCc1cccs1	/	29%	/	/	-3%	12%	3%
Cc1ccccc1S(=O)(=O)NCc1cccnc1	-3	-16%	-4	-2%	-11%	-10%	-6%
Cc1[nH]c(=O)[nH]c(=O)c1S(=O)(=O)Nc1ccc(F)cc1F	8	11%	18	-1%	0%	9%	9%
Cc1sc2nc(N)sc2c1C	-1	1%	36	3%	-13%	16%	6%
O=C(NC1CCS(=O)(=O)C1)c1ccccc1C(=O)c1ccccc1 (stereo not drawn)	-4	?	-12	1%	-12%	0%	3%
COC(=O)CN(CCc1ccccc1)S(=O)(=O)c1ccc(OC)c(OC)c1	5	249%[activator]	-18	-1%	18%	6%	4%
Cc1cc(NC(=O)Nc2ccccc2)n(C(C)(C)C)n1	0	-5%	-4	0%	-18%	/	-2%
Cc1cccnc1NC(=O)c1ccc2c(c1)OCO2	/	59%[activator]	/	/	-21%	73%[activator]	-4%

Profiles from above. Values in the order: CHX counter	Pf growth 96h	Shiga inhibitor	LmPK inh	AmpC no deterg	Pf growth 48h	Tb PYK inh
Profile of COCCN(C(=O)c1ccc2ccccc2c1)c1c(N)n(Cc2ccccc2)c(=O)[nH]c1=O → 5	-28%	-7	0%	16%	-1%	2%
Profile of COc1ccccc1C(=O)NCCC(=O)NCc1cccs1 → /	29%	/	/	-3%	12%	3%

Continued.
SMILES	CHX counter	Pf growth 96h	Shiga inhibitor	LmPK inh	AmpC no deterg	Pf growth 48h	Tb PYK inh
COCCn1c(SCC(=O)N2CC(C)OC(C)C2)nc2c([nH]c3ccccc32)c1=O (stereo not drawn)	-2	?	5	0%	1%	?	2%
O=C(NCCc1ccccc1)C1CCCN1C(=O)Nc1cccc(Cl)c1 (stereo not drawn)	-2	-22%	-6	-1%	-3%	-3%	1%
N#C/C(=C\C=C\c1ccccc1)C(=O)NCc1ccco1	20	15µM*	38	5%	-30%	?	-3%
Cc1ccc2c(c1)C(c1ccncc1)=NNC(c1cccnc1)=N2	-1	?	-12	-4%	1%	-7%	1%
Cc1ccc(C(=O)c2cc([N+](=O)[O-])ccc2N2CCN(C)CC2)cc1	-3	?	-14	-2%	0%	?	-5%
O=C(CN(Cc1ccco1)C(=O)c1cc(=O)[nH]c2ccccc12)Nc1ccccc1C(F)(F)F	10	?	14	0%	7%	?	3%
O=C(NCC(=O)N1CCCCCCC1)c1ccco1	/	58%[activator]	/	/	-15%	36%[activator]	1%
CCC(C)(C)NC(=O)CN(C(=O)C(=O)Nc1ccc2c(c1)OCCO2)N1CCOCC1	-6	?	-6	-3%	-1%	2%	-2%
Cc1[nH]cnc1CSCc1ccc(Cl)cc1	23*	?	73*	3%	-35%	?	4%
CC1Cc2ccccc2N1CC(=O)NC(=O)NCc1ccco1 (stereo not drawn)	-1	-22%	10	5%	-17%	?	4%
CC(NC(=O)C(C)N1CCN(S(=O)(=O)c2ccccc2)CC1)c1ccccc1 (stereo not drawn)	/	?	/	/	-3%	-32%	5%
COc1ccc(CNC(=O)c2n[nH]c3ccccc23)cc1OC	-4	8%	1	7%	-9%	19%	-3%
CC/C=C(/NC(C)=O)c1ccccc1	/	?	/	/	-7%	37%[activator]	?
CC(=O)c1ccc(Oc2cc(-c3ccccc3)nc(-c3ccccc3)n2)cc1	-3	?	-6	2%	-26%	?	-3%
O=C(CCC(=O)NC1CCCCC1)NCc1ccc(F)cc1	-2	-20%	-20	0%	1%	24%	2%
COCCN1C(=O)C(O)=C(C(C)=O)C1c1ccc(OC)c(OC)c1 (stereo not drawn)	1	3%	8	-4%	-11%	40%[activator]	3%
COCC(=O)N1CCC(Oc2ccc(C(=O)N(C)Cc3nccs3)cc2)CC1	1	-17%	-8	0%	-17%	3%	3%
CON(c1nc(N(C)C)nc(N(C)C)n1)S(=O)(=O)c1ccccc1Cl	-2	?	11	-1%	19%	?	3%
CCOC(=O)C(=O)Nc1nnc(SCc2ccc(F)cc2)s1	5	-4%	7	-2%	-15%	-2%	-4%
O=C(NCC1OCCc2ccccc21)C1COc2ccccc2O1 (stereo not drawn)	-2	9%	-12	4%	5%	?	-1%

Looked up one by one from the entries so far:
SMILES	CHX counter	Pf growth 96h	Shiga inhibitor	LmPK inh	AmpC no deterg	Pf growth 48h	Tb PYK inh
COCCN1C(=O)C(O)=C(C(C)=O)C1c1ccc(OC)c(OC)c1 (stereo not drawn)	1	3%	8	-4%	-11%	40%[activator]	3%
O=C(NCC1OCCc2ccccc21)C1COc2ccccc2O1 (stereo not drawn)	-2	9%	-12	4%	5%	?	-1%
CON(c1nc(N(C)C)nc(N(C)C)n1)S(=O)(=O)c1ccccc1Cl	-2	?	11	-1%	19%	?	3%

New compounds follow.
SMILES	CHX counter	Pf growth 96h	Shiga inhibitor	LmPK inh	AmpC no deterg	Pf growth 48h	Tb PYK inh
Cc1cc(C)cc(OCC(=O)Nc2ccc(N3CCCC3)cc2)c1	-1	140%[activator]	-6	-3%	-3%	?	-12%
CSc1ncccc1C(=O)Nc1cccc(C)n1	11	40%[activator]	31	-1%	-10%	38%[activator]	-3%
CCC1=Nc2cc(C(=O)NCCCN3CCOCC3)ccc2Sc2ccccc21	8	?	-7	1%	156%[activator]	?	0%
Cc1ccc(C(C)C)c(OCc2nn(CC(=O)c3ccc(OC(F)F)cc3)c3[n+]2CCCCC3)c1	9	?	-4	-4%	212%[activator]	1.9µM*	-1%
O=C(c1ccc(F)cc1)C1CCN(C(=S)Nc2ccccc2Cl)CC1	1	?	0	8%	-34%	1%	-1%
CS(=O)(=O)N(CC(=O)NCCSCc1c(F)cccc1Cl)c1cccc([N+](=O)[O-])c1	8	-17%	-4	2%	8%	-2%	3%
CN(Cc1cn(C)nc1-c1ccc(Oc2ccccc2)cc1)CC1COCCO1 (stereo not drawn)	-2	?	3	-4%	204%[activator]	?	-4%
Cc1nn(-c2ccc(F)cc2)c2sc(C(=O)OC3CCOC3=O)cc12 (stereo not drawn)	-3	-1%	-5	7%	40%	45%[activator]	6%
CCn1c(SCC(=O)Nc2nc3ccccc3s2)nc2c(c1=O)SC(C)C2 (stereo not drawn)	3	338%[activator]	-8	2%	-45%	-3%	1%
COc1ccccc1CNc1cncnc1	-2	-25%	/	0%	-10%	-4%	-3%
COCCN(C)Cc1cn(-c2ccc(F)cc2F)nc1-c1ccccc1C	5	40%[activator]	5	0%	148%[activator]	-71%	-3%
C/C(=N/NC(=O)c1ccc(Br)o1)C(C)C	30*	?	79*	-1%	-13%	10%	-13%
CSc1ncc(Cl)c(C(=O)Nc2ccccc2C)n1	-2	?	-4	0%	-8%	/	-2%
